Assay outcomes from PubChem.
TRb SRC2 PPI: qHTS for Inhibitors of the Interaction of Thyroid Hormone Receptor and Steroid Receptor Coregulator 2 | Thyroid hormone receptor beta (Homo sapiens), P10828 | TRbeta-SRC2 peptide binding, fluorescence polarization; receptor liganded with 1 µM T3 | Potency, µM (titrated, usually from 106 µM), without a hit: at the highest dose activity change, negative = inhibition, hits mostly inhibitors | 280,000 tested, 0.065% active | AID 1469, 2008;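 also: plate controls were bound peptide for no effect and peptide without receptor for full effect; nearly all actives have a fitted effect of over 50% in size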
Target sequence (P10828 whole entry, looked up): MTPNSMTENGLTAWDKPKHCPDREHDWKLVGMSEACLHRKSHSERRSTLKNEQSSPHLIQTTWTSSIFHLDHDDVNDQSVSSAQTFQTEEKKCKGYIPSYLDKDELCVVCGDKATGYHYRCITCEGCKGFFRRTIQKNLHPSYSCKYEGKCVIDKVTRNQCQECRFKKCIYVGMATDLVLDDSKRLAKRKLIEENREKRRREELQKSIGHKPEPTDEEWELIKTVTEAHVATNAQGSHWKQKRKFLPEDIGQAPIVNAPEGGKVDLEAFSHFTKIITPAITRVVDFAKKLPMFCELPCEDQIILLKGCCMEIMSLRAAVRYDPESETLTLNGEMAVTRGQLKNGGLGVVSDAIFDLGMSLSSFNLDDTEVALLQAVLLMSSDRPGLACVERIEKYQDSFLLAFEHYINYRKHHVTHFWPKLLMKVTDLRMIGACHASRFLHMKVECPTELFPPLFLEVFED
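Human TRb LBD (0.6 uM) plus Texas Red-labeled SRC2 peptide (20 nM), 1uM T3, 5% DMSO, 5 hr at ambient temperature. Decreased polarization (555/632 nm) flags inhibition; data normalized to free and bound peptide controls.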
GoLoco inh red: qHTS Assay for Inhibitors of RGS12 GoLoco Motif Activity (Red Fluorophore); Gai1:RGS12 GoLoco peptide FP, rhodamine, 10 min; Potency, µM (doses to about 61.6 µM), without a hit: at the highest dose activity, negative = inhibition, most hits filed as inhibitors; 230,000 tested, 0.44% active; active = well fitted inhibition curve with a large enough effect, not every such curve was filed as active; inactive = no such curve, though single readings can be large or run the other way; also: % is scaled to controls: 0 for no effect and ±100 for the full control effect; nearly all actives have a fitted effect of over 30% in size; many of its hits are not listed in these tables
ALDH1A1 block: qHTS Assay for Inhibitors of Aldehyde Dehydrogenase 1 (ALDH1A1); Purified ALDH1A1, NADH fluorescence, propionaldehyde substrate; Aldehyde dehydrogenase 1A1 (Homo sapiens), P00352; Potency, µM (doses to about 75.3 µM), without a hit: at the highest dose activity, negative = inhibition, usual class: inhibitors; 220,000 tested, 7.3% active; active = well fitted inhibition curve with a large enough effect, not every such curve was filed as active; inconclusive = small, poorly fitted or top-dose-only effect, or another doubt; inactive = no such curve, though single readings can be large or run the other way;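 also: plate controls were no enzyme wells and a reference inhibitor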
JMJD2E inh: qHTS Assay for Inhibitors of Human Jumonji Domain Containing 2E (JMJD2E) | JMJD2E catalytic domain, FDH-coupled NADH fluorescence (FDH is formaldehyde dehydrogenase) | AID 2147, 2009 | Lysine-specific demethylase 4E (Homo sapiens), B2RXH2 | Potency, µM (series often up to 57.1 µM), for inactives: at the highest dose activity change, negative = inhibition, most hits filed as inhibitors | 230,000 tested, 1.6% active; active = well fitted inhibition curve with a large enough effect, not every such curve was filed as active; inconclusive = small, poorly fitted or top-dose-only effect, or another doubt; inactive = no such curve, though single readings can be large or run the other way;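 also: 0% = wells with enzyme and -100% = buffer wells without enzyme; nearly all actives have a fitted effect of over 50% in size; many of its hits are not listed in these tables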
Target sequence (B2RXH2 1-337 limits assumed): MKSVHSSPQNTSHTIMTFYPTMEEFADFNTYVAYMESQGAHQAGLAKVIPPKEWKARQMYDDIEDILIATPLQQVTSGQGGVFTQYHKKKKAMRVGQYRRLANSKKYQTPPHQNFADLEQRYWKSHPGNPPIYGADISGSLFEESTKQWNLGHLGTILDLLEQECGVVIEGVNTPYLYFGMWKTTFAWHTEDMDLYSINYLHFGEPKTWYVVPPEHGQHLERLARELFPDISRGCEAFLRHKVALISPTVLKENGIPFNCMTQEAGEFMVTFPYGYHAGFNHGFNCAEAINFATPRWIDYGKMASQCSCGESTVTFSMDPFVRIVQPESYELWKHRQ
LMNA splice mod: qHTS Assay for Modulators of Lamin A Splicing; HeLa LMNA splicing GFP/RFP minigene ratio, 48 h; Potency, µM (titrated, usually from 46.1 µM), inactives show top-dose ratio change, negative = inhibition, actives largely listed as inhibitors; AID 1487, 2009; 200,000 tested, 0.01% active; active = well fitted inhibition curve with a large enough effect in the signal ratio, with a control signal flat, not every such curve was filed as active; inconclusive = small, poorly fitted or top-dose-only effect, or effect the other way, or a change in a side signal; the % refers to the signal ratio; also: % is scaled to controls: 0 for no effect and ±100 for the full control effect
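Read-out is the ratio of GFP to DsRed2 object intensity, acquired by 488 nm laser-scanning cytometry on HeLa lamin A-EGFP minigene reporter cells. Compound incubation 48 hrs at 37 °C in Opti-MEM with 2% FBS; DMSO 0.5% final.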
RECQ1 inh: qHTS Assay for Inhibitors of RecQ-Like Dna Helicase 1 (RECQ1); ATP-dependent DNA helicase Q1 (Homo sapiens), P46063; RECQ1 DNA unwinding, red fluorescence kinetic read; Potency, µM (titrated, usually from 57.3 µM), for inactives: at the top dose activity, negative = inhibition, actives largely listed as inhibitors; 240,000 tested, 0.54% active; AID 2549, 2010;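 also: plate controls were vehicle for no effect and no enzyme for full effect; nearly all actives have a fitted effect of over 30% in size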
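50 nM RECQ1T1 preincubated 15 min with compound in Tris pH 8.0 buffer with MgCl2, DTT, Tween-20 and 2.5 ug/ml poly(dI-dC); started with 200 nM TAMRA/BHQ-2 forked duplex and 2 mM ATP. Unwinding read as fluorescence (525/598 nm), two reads 2 h apart.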
TR SRC2 fluor cs: Total Fluorescence Counterscreen for Inhibitors of the Interaction of Thyroid Hormone Receptor and Steroid Receptor Coregulator 2; TRb/SRC2 Texas Red total fluorescence interference; 280,000 tested, 0.29% active; AID 1479, 2009; Potency, µM (doses to about 106 µM), for the others: at the highest dose fluorescence change, negative = quenching; active = well fitted curve in either direction with a large enough effect; inconclusive = small, poorly fitted or top-dose-only effect; also: % is scaled to controls: 0 for no effect and ±100 for the full control effect
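Human TRb ligand-binding domain at 0.6 uM with 20 nM Texas Red SRC2 peptide in Tris buffer containing 1 uM T3 and 5% DMSO, incubated with compound 5 h at ambient temperature. Total fluorescence (555/632 nm) calculated as parallel + 2 × perpendicular.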
SMN2 splice up: qHTS Assay for Enhancers of SMN2 Splice Variant Expression; 210,000 tested, 2.8% active; Potency, µM (series often up to 46.1 µM), for the others: top-dose activity change, positive = activation, most hits filed as activators; AID 1458, 2008; HEK293 SMN2-luciferase splicing reporter, luminescence, 30-36 h; also: % of control where 0% means no effect; nearly all actives have a fitted effect of over 55% in size
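HEK293 cells carry an SMN2 minigene-luciferase reporter in which exon 7 inclusion puts luciferase in frame. Cells were seeded at 2000 cells/well, attached for 10-12 hours, then exposed to compounds for 30-36 hours at 37C before ONE-Glo luminescence.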
An asterisk follows results filed as active; i = inactive; ? = inconclusive; · = not tested or not shown; & = joins results of further samples; [ ] = dose if it differs, or a comment. Unless noted, calls follow the shape of the dose curve; as a rule, active = well fitted curve in the direction sought with a large enough effect; inconclusive = small, poorly fitted or top-dose-only effect, or another doubt; inactive = no such curve, though single readings can be large; an effect the other way counts as inactive or inconclusive. Potency is read from the fitted curve at half-maximal effect. A portion of the library; the hit share may differ from the screen's.

SMILES | SMN2 splice up | RECQ1 inh | TRb SRC2 PPI | GoLoco inh red | JMJD2E inh | LMNA splice mod | TR SRC2 fluor cs | ALDH1A1 block
COC(=O)c1c(C)[nH]c(C(=O)NCc2ccco2)c1C | -4% | -5% | 5% | 16% | -3% | 16%[46 µM] | -3% | 0%
Cc1cccc(N2C(=O)CSC23CCCCC3)c1 | -6% | 0% | -3% | 9% | -11% | -12%[9.22 µM] | -1% | 2%
Cc1cccc(-c2nc3c(c(=O)c4ccccc4n3C)c(=O)n2-c2ccccc2)c1 | · | 12% | -3% | 1% | 1% | · | -4% | ·
COc1ccc(C(=O)CSc2nnc(-c3cccnc3)n2Cc2ccco2)cc1 | 14% | 9% | 3% | -2% | 9% | 9% | -6% | 0%
COc1ccc(OC)c(NC(=O)C(CC(=O)O)Cc2ccc(Cl)cc2)c1 (stereo not drawn) | 2% | -8% | -4% | 0% | 0% | -7% | -4% | 16%
COCc1cc(C)nc2oc(C(=O)c3ccccc3)c(N)c12 | 10% | i | -2% | 5% | ? | 10%[46 µM] | 1% | ?
CCn1ncc(CNC(=O)CCCSc2nc(-c3ccco3)cc(C(F)(F)F)n2)c1C | -34% | 3% | 12% | 12% | -8% | -14% | 1% | ?
N#Cc1ccsc1NC(=O)CCc1ccccc1 | 13µM* | i | -3% | -16% | 2% | ? | 4% | -5%
NC(=O)C1CCN(C(=O)c2cc(S(=O)(=O)N3CCOCC3)ccc2Cl)CC1 | -8% | i | -6% | -18% | 3% | · | -2% | -3%
COc1cccc(CNn2cnnc2)c1OCc1ccccc1F | 12% | -1% | -4% | 9% | 4% | -5% | -2% | 14%
CCCCNc1nc(-c2ccccc2)nc(-n2ccnc2)n1 | -14% | i | -1% | 4% | 5% | 9% | -4% | 3%
Cc1ccc(S(=O)(=O)NC2CCOC(C)(C)C2)cc1 (stereo not drawn) | 9% | 1% | -3% | 0% | 0% | 2% | -3% | 7%
Cc1ccc(S(=O)(=O)Nc2ccccc2CNc2c(C)n(C)n(-c3ccccc3)c2=O)cc1 | -11% | -10% | -7% | -5% | 61%[activator] | ? | 0% | ?
CCC1=C(OC(=O)N(CC)CC)N2C(=O)OC(=NCC3CC3)[C@]2(C)[C@H]2C1=CC[C@H]1C(=O)N(CC(=O)OC)C(=O)[C@H]12 | -3% | i | -1%&1% | 2%&4% | 1%&10% | · | 0%&0% | 4%
O=C(CN1C(=O)C2CC=CCC2C1=O)Nc1nc2ccccc2s1 (stereo not drawn) | -2% | -1% | 6% | 7% | 1% | 11%[46 µM] | 4% | ?
COc1ccc(C(=O)c2oc3nc(C)cc(C)c3c2N)cc1 | -9% | -5% | 5% | 5% | ? | ? | 0% | -9%
O=C(C1=C[C@@H](C2CC2)C[C@@H](OCc2ccc(CO)cc2)O1)N1CCOCC1 | · | -5% | -6% | 4% | 0% | · | -3% | 14%
O=C(O)CCCCCn1c(SCC(=O)c2ccc(O)c(O)c2)nc2ccsc2c1=O | 0% | -20% | -4% | 13% | 10µM* | ? | -6% | -14%
O=C(N1CCCC1)C12CC3CC(CC(C3)C1)C2 | -9% | -1% | -21% | 8% | 6% | 0% | 1% | -6%
c1csc(-c2noc(CN3CCOCC3)n2)c1 | · | -12% | 4% | -10% | -9% | 2%[46 µM] | -1% | 5%

(more compounds)
SMILES | SMN2 splice up | RECQ1 inh | TRb SRC2 PPI | GoLoco inh red | JMJD2E inh | LMNA splice mod | TR SRC2 fluor cs | ALDH1A1 block
CCc1cccc(NC(=O)C2CCCN2S(=O)(=O)c2ccc3c(c2)n(C)c(=O)c(=O)n3C)c1 (stereo not drawn) | 6% | -3% | 7%&4% | 3% | -21% | · | -3%&-3% | ·
Cc1ccc(N(CC(=O)NCc2ccco2)S(=O)(=O)c2ccccc2)cc1 | -1% | -10% | -6% | -3% | 9% | 6% | -5% | ?
COc1ccccc1NC(=O)CSc1nnc(CC(=O)Nc2ccccc2)n1C | 8% | -1% | 2% | 8% | -1% | -3% | 5% | 5%
O=C(CN(C(=O)c1csnn1)c1cccc2ccccc12)NC1CCCC1 | · | i | 7% | 7% | -4% | ? | 0% | 0%
O/C(=C\Sc1nnc(Cc2ccccc2)o1)c1ccc(F)cc1 | -2% | 3% | -10% | 10% | -3% | -2% | -1% | -1%
CCOc1cc(C)c(-c2onc(C(F)(F)F)c2-c2csc(C)n2)c(O)c1 | -10% | -15% | 7% | 8% | -6% | ? | 1% | 1%
O=C1c2nc3cc(-c4ccccc4)[nH]n3c(=O)c2CN1Cc1ccccc1 | · | i | 1% | 7% | ? | · | 1% | ·
O=C(C1COc2ccccc2O1)N1CCCC1 (stereo not drawn) | -20% | -4% | 10% | -1% | 4% | 24% | 2% | ?
Cc1ccc(-c2csc(NC(=O)/C=C/c3cccs3)n2)cc1C | -47%[inhibitor] | -17% | 0% | 4% | ? | ? | -3% | 3%
CCOP(=O)(OCC)c1nc(Cc2ccccc2)oc1NCc1ccccc1 | · | 1% | -10% | -33% | -4% | · | 1% | ·
O=C(Nc1cc(NC(=O)c2ccccc2)c(C(=O)O)cc1C(=O)O)c1ccccc1 | 6% | 3%&23% | -10%&-11% | 48%[activator] | -27% | · | -1%&-12% | -7%
COc1ccc(CCNC(=O)c2ccc(N(C)S(=O)(=O)c3ccccc3)cc2)cc1 | · | -17% | 4% | 8% | 7% | · | 0% | ·
CCOC(=O)C(NC(=O)c1ccccc1OCC)(Nc1ncccn1)C(F)(F)F (stereo not drawn) | -7% | 0% | -15% | -2% | -2% | ? | -4% | 0%
O=C(Cn1c(N2CCN(c3ccccc3)CC2)nc2ccccc21)c1ccccc1 | -48%[inhibitor] | -3% | -23% | -5% | 0% | -3% | 1% | -7%
CCOC(=O)Cn1c(-c2nonc2NC(=O)c2ccccc2F)nc2ccccc21 | ? | -10% | -12% | 30% | ? | ? | 1% | ?
CCC(C)/C(C)=N/NC(=O)c1cn(-c2ccccc2)nc1-c1ccccc1 (stereo not drawn) | 17% | -2% | -6% | 1% | 0% | -7% | 1% | 6.3µM*
COc1ccc(/C=N/n2c(-c3ccco3)nc3ccccc3c2=O)cc1 | -32%[inhibitor] | -3% | 0% | 9% | -7% | -2% | -5% | 10%
Cc1ccc(NC(=O)CN(C)C(=O)CSc2nnc(C(F)(F)F)n2C)cc1 | · | -13% | 5% | 0% | 0% | · | -5% | 2%
CCCc1nc2c(o1)CC(CC(C)SCC)CC2=O (stereo not drawn) | -2% | 0% | 4% | 7% | 11% | 7% | 0% | 1%
CC(C)NC(=O)C1CCN(C(=O)N(C)C)CC1 | ? | i | 0% | -3% | 12% | -2% | -2% | 4%

2 records drawn at random from those above:
SMILES | SMN2 splice up | RECQ1 inh | TRb SRC2 PPI | GoLoco inh red | JMJD2E inh | LMNA splice mod | TR SRC2 fluor cs | ALDH1A1 block
CCOP(=O)(OCC)c1nc(Cc2ccccc2)oc1NCc1ccccc1 | · | 1% | -10% | -33% | -4% | · | 1% | ·
N#Cc1ccsc1NC(=O)CCc1ccccc1 | 13µM* | i | -3% | -16% | 2% | ? | 4% | -5%

(next part)
SMILES | SMN2 splice up | RECQ1 inh | TRb SRC2 PPI | GoLoco inh red | JMJD2E inh | LMNA splice mod | TR SRC2 fluor cs | ALDH1A1 block
NCCCC[C@@H]1NC(=O)c2cc([N+](=O)[O-])cc(I)c2SC[C@@H](C(N)=O)NC(=O)[C@H](Cc2ccc(O)cc2)NC1=O | -4% | i | 3% | 4% | 4% | -4% | -1% | -12%
CCOc1c(C#N)c(C#N)c2nc(C)cc(C)n12 | -3% | 6% | -7% | 9% | 0% | 2% | -1% | -9%
CC(C)CC(=O)NC(=S)N1CCN(c2ccc([N+](=O)[O-])cc2Cl)CC1 | -19% | -4% | 9% | 9% | 3% | ? | -3% | ?
COc1ccc(NC(=O)CC(=O)Nc2ccc(OC)cc2OC)c(OC)c1 | 15% | -2% | 5% | 1% | 4% | 2% | -1% | 27%
CSCCC(NC(N)=O)C(=O)NCc1ccc(Cl)cc1 (stereo not drawn) | -31% | i | -9% | -22% | -3% | 7% | -7% | 4%
O=C(CN1C(=O)CC(c2ccccc2)=Nc2ccccc21)NCc1ccccc1 | -9% | -1% | -14% | -19% | 0% | 8% | -1% | -5%
Cc1cccc(NC(=O)c2cnn(-c3ccc(F)cc3)c2C2CCNCC2)c1C | -10% | i | -6% | -5% | -2% | · | 0% | 7%
CCOC(=O)c1sc(NC(=O)COC(=O)CNC(=O)c2ccco2)c(C(=O)OCC)c1C | -14% | -17% | 6% | -5% | ? | ? | -2% | 28µM*
O=C(COC(=O)[C@@H]1CCCN1C(=O)c1cccs1)NCCc1ccccc1 | · | -1% | 7% | -8% | 3% | 13% | 2% | -10%
Cc1cc(C)c2ccc3c(C)c(C)nc3c2[nH]1 | -39%[inhibitor] | -6% | 5% | 5% | -17% | · | 0% | -10%

Laid out differently: entries from further up.
Screens in order: SMN2 splice up	RECQ1 inh	TRb SRC2 PPI	GoLoco inh red	JMJD2E inh	LMNA splice mod	TR SRC2 fluor cs	ALDH1A1 block
Cc1cccc(NC(=O)c2cnn(-c3ccc(F)cc3)c2C2CCNCC2)c1C
 : -10%	i	-6%	-5%	-2%	·	0%	7%
CCOC(=O)c1sc(NC(=O)COC(=O)CNC(=O)c2ccco2)c(C(=O)OCC)c1C
 : -14%	-17%	6%	-5%	?	?	-2%	28µM*
